Screening results deposited in PubChem BioAssay by several laboratories.
p47phox inh – inhibitors of human p47phox binding; P14598; p47phox/p22phox peptide binding, fluorescence polarization, 2 h; inhibition, % at 24.7 µM; AID 1274; 0.53% of 220,000 active;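 active = inhibition above about 30%, limit read from the data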;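 note: 0% = p47phox with labelled peptide and 100% = labelled peptide alone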
Target sequence (P14598 whole entry, looked up): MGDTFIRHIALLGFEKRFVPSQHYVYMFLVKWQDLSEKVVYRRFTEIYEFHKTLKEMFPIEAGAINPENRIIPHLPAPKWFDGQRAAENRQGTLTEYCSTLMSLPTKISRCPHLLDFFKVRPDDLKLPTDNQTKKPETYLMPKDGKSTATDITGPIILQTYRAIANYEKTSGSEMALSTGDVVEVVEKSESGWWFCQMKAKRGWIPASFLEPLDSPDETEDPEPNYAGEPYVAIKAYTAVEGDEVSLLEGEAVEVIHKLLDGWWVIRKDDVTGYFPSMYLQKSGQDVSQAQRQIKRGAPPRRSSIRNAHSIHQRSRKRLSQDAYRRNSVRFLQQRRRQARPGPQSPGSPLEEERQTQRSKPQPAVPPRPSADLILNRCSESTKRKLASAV
Tb hexokinase – blocks Trypanosoma brucei hexokinase 1 activity; recombinant TbHK1, G6PDH-coupled NADH A340; AID 1430; 0.11% of 220,000 active; inhibition, % at 10 µM;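 active = inhibition of 50% or more in the single-dose primary screen; inactive = inhibition below 50%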
Ba/F3 V617F tox – reduce viability of Ba/F3 cells dependent on JAK2V617F; Ba/F3 EpoR-JAK2V617F viability, ATP luminescence; inhibition, % at 5.6 µM; 1.1% of 220,000 active;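 active = inhibition above the campaign mean plus 3 SD over all tested compounds, cut at about 24% in these data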;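 note: cytokine-independent growth of Ba/F3 cells driven by EpoR plus mutant JAK2; 0% = DMSO-treated cells and 100% = JAK inhibitor I control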
Furin inhibitor – inhibitors of human furin. purified furin, fluorogenic substrate cleavage. 0.061% of 220,000 active. inhibition, % at 30 µM. P09958; in the data active = inhibition above about 25%; note: inactives centre near -15
Target sequence (P09958 108-714 limits assumed): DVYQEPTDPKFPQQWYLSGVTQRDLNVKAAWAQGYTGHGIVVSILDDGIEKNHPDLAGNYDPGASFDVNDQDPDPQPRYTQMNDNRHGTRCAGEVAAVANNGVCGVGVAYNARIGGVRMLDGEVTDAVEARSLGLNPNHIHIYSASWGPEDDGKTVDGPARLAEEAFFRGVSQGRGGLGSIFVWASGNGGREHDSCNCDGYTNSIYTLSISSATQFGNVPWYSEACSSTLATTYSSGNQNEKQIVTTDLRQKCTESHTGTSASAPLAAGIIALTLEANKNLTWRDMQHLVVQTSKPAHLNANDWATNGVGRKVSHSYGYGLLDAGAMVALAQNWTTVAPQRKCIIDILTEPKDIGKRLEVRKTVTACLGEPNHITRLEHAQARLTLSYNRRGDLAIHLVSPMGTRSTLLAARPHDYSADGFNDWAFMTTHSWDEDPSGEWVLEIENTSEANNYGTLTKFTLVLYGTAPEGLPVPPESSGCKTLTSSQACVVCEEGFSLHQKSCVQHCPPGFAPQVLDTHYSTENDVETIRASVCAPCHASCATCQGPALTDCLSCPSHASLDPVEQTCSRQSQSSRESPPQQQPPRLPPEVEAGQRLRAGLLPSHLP
RBBP9 inh – human RBBP9 hydrolase inhibition; recombinant RBBP9, FP-Rh probe fluorescence polarization; 0.2% of 220,000 active; inhibition, % at 7.94 µM;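 active = inhibition above the campaign mean of all tested compounds plus 3 SD, cut at about 14% in these data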;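 note: plate controls were DMSO wells with RBBP9 for no effect and wells lacking RBBP9 protein for full effect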
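Assay system: recombinant human RBBP9; Reagent: Serine-hydrolase probe FP-Rh, 375 nM pre-mixing; Doses: 7.94 µM single dose, 0.794% DMSO; Incubation: 30 min then 45 min, 25 °C; Detection: fluorescence polarization (mP), excitation 525 nm, emission 598 nm; Evaluation: percent inhibition from mP, scaled between DMSO and no-protein wells.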
EP2 antag – EP2 receptor (human) inhibition; C6 glioma cells expressing human EP2, cAMP TR-FRET; cells stimulated with saturating PGE2; inhibition, % at 25 µM; 0.52% of 260,000 active;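 active = percent inhibition above 40 after rounding to a whole number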;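 note: rat C6 glioma host cells with rolipram phosphodiesterase inhibitor present; the protocol text gives 20 µM as final concentration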
p97 ATPase inh – human p97 ATPase inhibition; AID 1481; inhibition, % at 8 µM; 0.42% of 220,000 active; recombinant p97 ATPase, Kinase-Glo ATP luminescence, 3 h; P55072; in the data active = inhibition above about 15%;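 note: 0% = DMSO vehicle and 100% = wells lacking enzyme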
BaF3 tox – parental Ba/F3 viability inhibition as JAK2V617F counter-screen; inhibition, % at 5.6 µM; 1.1% of 220,000 active; CellTiter-Glo ATP luminescence; AID 1486;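 active = inhibition above a per-campaign cutoff, the mean inhibition of all tested compounds plus 3 SD, cut at about 27% in these data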;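 note: 0% = DMSO wells and 100% = JAK Inhibitor I control wells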
PPC-1+TRAIL kill – PPC-1 cancer cell killing with TRAIL present; PPC-1 cells + TRAIL, ATPLite viability luminescence; cell killing (% activity), % at 4 µM; 0.41% of 220,000 active; AID 1443;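 active = cell killing above 50% in the first pass at 4 µM, then a duplicate retest at 5 µM averaging 50% or more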;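 note: plate controls were cells with TRAIL plus DMSO for no effect and medium-only wells lacking cells for full effect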
Starred values were filed as active, the others as inactive; . = not tested or not shown; [ ] = another dose, or the depositor's remark. Not all compounds are listed; count on the stated rates, not on these rows.

Under each structure – RBBP9 inh	BaF3 tox	Furin inhibitor	Tb hexokinase	Ba/F3 V617F tox	p47phox inh	p97 ATPase inh	EP2 antag	PPC-1+TRAIL kill
- COC(=O)c1ccc(NC(=S)N2CCCC2)cc1
  11	7	-22	-3	-1	-9	1	4	15
- NC(=O)C1CCN(C(=O)Cc2ccc([N+](=O)[O-])cc2)CC1
  -8	10	3	1	2	-6	0	6	-6
- COc1ccc(C(=O)Nc2cc([N+](=O)[O-])ccc2N2CCCC2)cc1
  -4	1	-11	-9	-2	1	4	10	-28
- CCc1nnc(NC(=O)CSc2nnc(Cc3ccccc3)n2-c2ccccc2)s1
  -12	4	-19	9	-4	-9	5	4	3
- Cc1ccc(NS(=O)(=O)c2ccc3c(c2)c(=O)n(C)c(=O)n3C)cc1F
  -6	16	-19[20 µM]	-3	10	-7	-6	18	-17
- CCOC(=O)c1cn[nH]c1NC(=S)Nc1ccccc1
  0	-5	-14	-5	0	-6	9	5	34
- CCC(C)Sc1nc2c(c(=O)[nH]c(=O)n2C)n1CC(O)COc1ccccc1C (stereo unspecified)
  4	2	-16[20 µM]	-3	0	-13	-2	2	10
- Cc1ccc(N2CCN(C(=S)c3ccc(-c4cccc([N+](=O)[O-])c4)o3)CC2)cc1
  6	3	-2	-29	5	-7	0	4	2
- CCOC(=O)c1c(NC(=O)CN2C(=O)NC3(CCCCCC3)C2=O)sc(C)c1-c1ccc(C)cc1
  -9	-1	-14	-12	-2	-7	-2	13	26
- COc1ccc(CNC(=O)NC(C)(C)c2cccc(C(C)(C)NC(=O)NCc3ccc(OC)cc3)c2)cc1
  -12	6	-18	-6	4	0	-4	8	8
- COC(CNC(=O)c1coc2nc3ccccc3nc12)OC
  -7	-5	-24	-36	-3	-57	3	6	11
- CN(C)CCOc1ccc(C(C)(C)c2ccccc2)cc1
  4	7	-37	-3	2	.	1	5	-6
- CN(Cc1cccc(Cl)c1Cl)C(=O)c1ccc(NC(=O)CC#N)cc1
  -17	4	-21	-5	-4	-17	7	2	0
- O=C(COc1ccc(Br)cc1Cl)NC(=S)N1CCc2ccccc21
  -8	5	-11	3	1	-14	4	6	10
- COc1ccc(CCn2c(O)c(C=Nc3cccc(F)c3)c(=O)[nH]c2=O)cc1OC
  7	2	-14	-28	-3	1	1	9	6
- COc1ccc(/C=C2\CCCC3C2=NN(C(=O)c2scnc2C)C3c2ccc(OC)c(OC)c2)cc1OC (stereo unspecified)
  -1	5	-4[20 µM]	-33	2	-4	3	2	21
- CC(C)(C)C(=O)/C(C#N)=C/c1ccc(O)cc1
  3	10	-9	-19	0	-4	8	6	23
- CCC(C(=O)Nc1ccc(C(C)C)cc1)c1ccccc1 (stereo unspecified)
  -5	7	-21	3	2	21	2	8	7
- O=C(CCCn1c(=O)[nH]c2cc(Cl)ccc2c1=O)NCCCN1CCCC1
  1	3	-19[20 µM]	3	-2	-3	4	10	-28
- S=c1[nH]nc(-c2ccncc2)n1/N=C/c1cccc2ccccc12
  -7	3	-17	-17	-2	-5	7	10	12
- CN1C(=O)c2cccc(NCCCN3C(=O)c4ccccc4C3=O)c2C1=O
  -2	-4	-25	-1	-1	-19	5	21	-6
- O=C(COC(=O)c1ccc(S(=O)(=O)N2CCOCC2)cc1)NC1CCCCCCC1
  -8	2	-11	7	3	0	-3	4	-4
- CCOc1ccc(S(=O)(=O)NC2CCCCCC2)cc1
  -10	4	-19	5	-4	-12	0	4	-2
- O=C(Nc1ccc(Cc2ccc(NC(=O)C3CC3)c(O)c2)cc1O)C1CC1
  -7	-2	-1[20 µM]	6	-5	-15	6	9	42
- CCOC(=O)C(=O)Nc1ccccc1C(N)=O
  6	4	-15[20 µM]	-1	-1	-6	3	9	-21
- Cc1noc(/C=C/c2ccco2)c1S(=O)(=O)N1CCC(C(=O)NC(C)c2ccccc2)CC1 (stereo unspecified)
  -7	12	-11	-23	-1	-30	0	9	4
- O=C(O)c1cc(=O)[nH]c2c(Cl)cccc12
  -4	4	-25	-5	-2	12	7	13	-8
- Cn1nnc2cc(NC(=O)N3CC4(C)CC3CC(C)(C)C4)ccc21 (stereo unspecified)
  -9	-2	-14[20 µM]	-4	-2	-19	-5	6	2
- Cc1ccc(C(=O)O/N=C(\c2ccccc2)c2cccnc2)cc1
  -5	2	-16	-1	-1	-5	1	2	8
- Cc1ccc(O)c(CCc2ccccc2)n1
  -5	4	-18	22	-4	17	4	6	20
- CCOC(=O)C1CCCN(C(=O)c2cc(-c3ccccc3)nc3ccccc23)C1 (stereo unspecified)
  0	2	-12	-6	-2	-5	-2	6	.
- Cc1ccc(NC(=O)CSc2nc(O)cc(=O)n2C)cc1
  -9	4	-20[20 µM]	-2	0	-9	-4	8	0
- CC(OC(=O)c1ccc(NS(=O)(=O)c2ccc3[nH]c(=O)[nH]c3c2)cc1)C(=O)Nc1cccc(Cl)c1Cl (stereo unspecified)
  -24	-4	-31	-19	1	-33	-1	2	13
- O=C(CCn1ccc2ccccc21)NC1CCCc2ccccc21 (stereo unspecified)
  0	4	-16[20 µM]	-3	0	-31	-2	10	9
- Cc1ccc(NCCC(=O)c2ccc(Cl)cc2)cc1
  -2	10	-5[20 µM]	-6	7	-13	1	4	11
- O=C(COC(=O)c1ccc(Cl)nc1)Nc1ccc(S(=O)(=O)N2CCCC2)cc1
  -1	2	-6	-3	-2	-8	1	5	2
- COc1ccc(CC(=O)NNc2ncnc3c2cnn3C)cc1OC
  -4	6	-9	-10	1	10	1	6	-1
- COc1ccc(C)cc1NC(=O)c1ccc2c(SCC(=O)O)c3c(nc2c1)CCCC3
  -3	-2	-15	-11	-4	-15	4	3	-1
- O=C(CCl)Nc1cc(S(=O)(=O)N2CCOCC2)ccc1N1CCOCC1
  -6	5	-16	4	-1	-4	2	7	8
- Cc1c(NC(=O)c2cn3ccccc3n2)cccc1-n1cnnn1
  -6	-7	-20	-12	-1	-5	2	6	-8
- Cc1ccc(Nc2nc(=O)c3cc([N+](=O)[O-])ccc3s2)cc1
  -14	-6	-25	-7	-8	4	8	5	-9
- c1ccc2c(c1)OCC(c1csc3ncnc(N4CCOCC4)c13)O2 (stereo unspecified)
  -1	2	-12	-1	4	1	-1	5	-19
- O=C(Nc1ccc2nc(-c3ccccn3)c(-c3ccccn3)nc2c1)N1CCOCC1
  -4	8	-25	-14	2	-9	2	10	-5
- Nn1c(SCc2ccccc2)nnc1C1CCCCC1
  3	1	-20	-21	0	-1	1	6	15
- CCN(Cc1ccccc1)C(=O)c1cc(COc2c(F)cccc2F)on1
  6	0	-10	0	0	-13	-3	11	7
- O=C(Nc1ccccc1F)C(=O)c1cn(CC(=O)N2CCCCC2)c2ccccc12
  -2	8	-17	-14	3	-15	2	21	9
- CC(NCCOCCOc1ccccc1)c1ccccc1 (stereo unspecified)
  -7	4	-2	7	1	-10	1	8	0
- Cc1c(O)ccc(C(=O)CN2C(=O)c3ccccc3C2=O)c1O
  -3	4	-16[20 µM]	-20	0	-13	8	10	-3
- CCOC(=O)c1c(C)nc2c(c1-c1ccc(OC)cc1)C(=O)CC(C)(C)C2
  1	3	1[20 µM]	-5	-1	-9	0	6	13
- CN(C)c1nc(=NCc2ccco2)ss1
  3	8	-13	-7	12	3	6	10	4
- O=C(CSc1ccc(Cl)cc1)NC(=O)NCc1ccco1
  -7	2	-12	2	-2	-7	3	7	-2
- CC1=NN(C(=O)c2ccc(Br)cc2)C(O)(c2ccccc2)C1 (stereo unspecified)
  -3	5	-30	0	-1	40*	1	8	-2
- Nc1ccn(Cc2cccc(F)c2)n1
  -7	1	-25	-6	0	-3	0	12	-7
- COc1ccc(-c2cc(C(F)(F)F)nc(NCc3ccco3)n2)cc1OC
  -7	6	-24	-5	-2	10	-4	5	1
- CCS(=O)(=O)N1CCN(c2ccc(C(=O)NC3C4CC5CC(C4)CC3C5)cc2[N+](=O)[O-])CC1 (stereo unspecified)
  -7	7	-16	1	4	-1	-1	7	2
- O=C(NC(=S)Nc1ccc(Cc2ccncc2)cc1)c1ccccc1F
  -9	5	-18	0	-1	-10	0	4	4
- Cc1ccc(-c2nn3cnnc3c3ccccc23)cc1C
  1	7	-21	3	4	-5	0	6	21
- Cc1c(O)cc2n(c1=O)-c1ccc(Cl)cc1C2(C)C
  4	-1	-1[20 µM]	2	-4	-11	4	18	18
- COCCOC(=O)C1=C(C)Nc2ncnn2C1c1ccco1 (stereo unspecified)
  4	-5	-13	-5	-2	-2	4	9	-8
- O=C(Cc1nc2ccccc2[nH]1)c1ccc(Br)cc1
  -14	3	-1	0	3	-10	-7	3	-2

In another format: entries from further up.
molecule: O=C(NC(=S)Nc1ccc(Cc2ccncc2)cc1)c1ccccc1F
  RBBP9 inh = -9	BaF3 tox = 5	Furin inhibitor = -18	Tb hexokinase = 0	Ba/F3 V617F tox = -1	p47phox inh = -10	p97 ATPase inh = 0	EP2 antag = 4	PPC-1+TRAIL kill = 4
molecule: Cc1ccc(-c2nn3cnnc3c3ccccc23)cc1C
  RBBP9 inh = 1	BaF3 tox = 7	Furin inhibitor = -21	Tb hexokinase = 3	Ba/F3 V617F tox = 4	p47phox inh = -5	p97 ATPase inh = 0	EP2 antag = 6	PPC-1+TRAIL kill = 21

(list continues)
Under each structure – RBBP9 inh	BaF3 tox	Furin inhibitor	Tb hexokinase	Ba/F3 V617F tox	p47phox inh	p97 ATPase inh	EP2 antag	PPC-1+TRAIL kill
- COC(=O)Cc1c(O)ccn(C2CC2)c1=O
  -1	12	-11	6	5	9	-2	0	13
- CCOC(=O)C1=C(C)NC(=S)NC1c1ccc(C)s1 (stereo unspecified)
  5	5	-26	-4	1	-10	5	9	11
- COc1ccc(N(CC(=O)Nc2ccc3c(c2)OCCO3)S(=O)(=O)c2c(C)nn(C)c2C)cc1
  -3	11	-10	-10	1	-5	-8	.	10
- CN(C)c1nc(Cl)nc(N(C#N)CCOc2ccccc2)n1
  -4	6	-18	-1	1	3	0	7	27
- CC1=CCC2(CO)COC(c3ccccc3O)C1C2 (stereo unspecified)
  -4	0	-13	-2	-5	1	2	12	11
